Compound activity as filed in PubChem BioAssay.
RBX1-CUL1 inh – human ROC1-CUL1 E3 ligase inhibition; AID 1347404; inhibition, % at 10 µM; hit rate 0.6% among 140,000; P62877+Q13616; in vitro K48 di-Ub FRET, acceptor:donor ratio, 45 min; in the data active = inhibition above about 25%
Target sequence (P62877 whole entry, looked up): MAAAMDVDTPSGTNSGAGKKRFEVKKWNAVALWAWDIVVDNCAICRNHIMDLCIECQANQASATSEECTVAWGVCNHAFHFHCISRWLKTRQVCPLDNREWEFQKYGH
Target sequence (Q13616 whole entry, looked up): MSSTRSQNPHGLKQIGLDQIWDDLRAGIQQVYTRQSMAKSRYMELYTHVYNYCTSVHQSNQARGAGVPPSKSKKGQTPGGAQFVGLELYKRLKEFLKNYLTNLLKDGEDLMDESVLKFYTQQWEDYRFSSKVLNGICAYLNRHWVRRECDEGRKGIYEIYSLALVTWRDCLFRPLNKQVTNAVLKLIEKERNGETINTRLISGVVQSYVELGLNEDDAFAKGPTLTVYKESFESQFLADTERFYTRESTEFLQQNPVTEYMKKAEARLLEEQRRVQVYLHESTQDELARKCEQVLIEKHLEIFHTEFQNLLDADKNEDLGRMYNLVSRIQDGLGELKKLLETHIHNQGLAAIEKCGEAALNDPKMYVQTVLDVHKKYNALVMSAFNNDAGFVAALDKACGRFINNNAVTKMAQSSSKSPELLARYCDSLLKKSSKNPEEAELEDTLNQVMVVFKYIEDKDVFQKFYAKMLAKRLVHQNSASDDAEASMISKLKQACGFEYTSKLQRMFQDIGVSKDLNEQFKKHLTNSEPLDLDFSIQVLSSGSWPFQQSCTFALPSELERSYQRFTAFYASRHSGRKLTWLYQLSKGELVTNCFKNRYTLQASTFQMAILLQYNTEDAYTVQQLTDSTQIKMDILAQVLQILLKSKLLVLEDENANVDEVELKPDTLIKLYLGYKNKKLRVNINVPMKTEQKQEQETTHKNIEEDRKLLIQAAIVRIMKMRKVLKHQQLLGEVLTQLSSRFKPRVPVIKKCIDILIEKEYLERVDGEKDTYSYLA
* hit, by the source's call. Some of the compounds tested; rates above refer to the full screens.

mol	RBX1-CUL1 inh
O=C(c1ccc(C2CCCN2C(=O)c2ccoc2)s1)N1CCSCC1 (stereo unspecified)	-10.1
Cc1cccc(NC(=O)c2sc3nc4c(cc3c2N)CCC4)c1C	-10.2
COC(=O)C1C(C)=Nc2c(c(=O)n(C)c(=O)n2C)C1c1ccc(N(C)C)cc1 (stereo unspecified)	8.2
Cc1cc(C)n(N)c(=O)c1C(N)=O	0.9
Cc1c(C(=O)N2CCOCC2)oc2c1-c1nn(CC(=O)NCc3cccc(Cl)c3)cc1CC2	5.3
CCOc1ccccc1NC(=O)Cn1cnc2c1c(=O)n(C)c(=O)n2C	-3.3
CCCN(Cc1cccs1)C(=O)Nc1cc(C)ccc1OC	3.8
CC12CN3CC(C)(CN(C1)C3c1cccc(N)c1)C2=O (stereo unspecified)	-9.3
O=C(COc1ccc(Cl)cc1)Nc1cc(Cl)cc(Cl)c1	3.2
Cc1ccc(Cl)cc1NC(=O)CSc1nccn1C	16.3
Cn1nnc2cc(C(=O)N3CCCCC3)ccc21	4.2
CCOC(=O)C1C(C)=Nc2nnnn2C1c1ccc(Br)cc1 (stereo unspecified)	2.7
CCC(C)C(=O)Nc1c(C)cc(C)cc1C (stereo unspecified)	0.9
COc1ccccc1NS(=O)(=O)Cc1ccc(C)cc1	-3.2
CCN(CC)c1ccc(NC(=O)c2cc(S(=O)(=O)N3CCc4ccccc43)cn2C)c(C)c1	1.4
COc1ccc2oc(=O)c(C(=O)NCCc3c(C)[nH]c4ccc(OC(F)(F)F)cc34)cc2c1	1.1
COc1nnc(-c2ccc(N3CCCCC3)c(NC(=O)c3ccccc3Cl)c2)c2ccccc12	10.2
COC(=O)CCN(C(=O)C1CCN(S(=O)(=O)c2c(C)noc2/C=C/c2ccccc2F)CC1)c1ccccc1	-1.2
O=C(Oc1ccc(-c2ccccc2)cc1)N(c1ccccc1)c1ccccc1	6.0
COc1ccc(N2C(=O)NC(=O)C3C2=NC(c2cccs2)=NC3(C(F)(F)F)C(F)(F)F)cc1 (stereo unspecified)	6.5
CC1Cc2ccccc2CNC12CCCCCC2 (stereo unspecified)	-9.9
O=c1cc(C(F)(F)F)[nH]c(=S)[nH]1	13.1
S=C1NCCOCCOCCOCCNC(=S)NCCOCCOCCOCCN1	0.0
CCOc1ccc([C@@H]2[C@H]3CN(CC)CC=C3C(C#N)C(=N)C2(C#N)C#N)cc1 (stereo partly specified)	-5.2
C=CCN1C(=O)C(CC(=O)O)NC1=S (stereo unspecified)	4.0
Cc1ccc(NC(=O)c2cc(S(=O)(=O)c3ccccc3)ccc2Cl)cc1	0.7
Cc1ncc2c(c1-c1noc(-c3ccc(-c4nnn(C)n4)cc3)n1)CCNC2	-3.7
COc1ccc(C2CC(=O)NC(Nc3nc(C)c4ccc(C)cc4n3)=N2)cc1 (stereo unspecified)	5.6
COc1cc(CC2=NC(=S)N(Cc3ccccc3)C2=O)cc(Br)c1OCC(N)=O	4.2
CCOC(=O)c1nnc2c(-c3ccc(OC)cc3)c(C)nn2c1N	-0.5
CCOCCn1c(=O)c2c(nc3oc(C(C)(C)C)cn32)n(C)c1=O	1.3
Cc1ccc(NC(=O)/C=C/c2ccc(C)o2)c(C)c1	0.1
Cc1cc(C(=O)NCCc2ccc(F)cc2)no1	4.8
CCn1ccnc1CN(C)Cc1c(C(=O)N2CCCCCCC2)nc2sccn12	0.7
CCOC(=O)C1CCN(C(=S)NCCc2ccccc2)CC1	3.6
O=C(c1ccc(Br)cc1)N1CCC(c2nc3ccccc3s2)CC1	9.8
Cc1ccc(S(=O)(=O)n2nc(C)c(C)c2C)cc1C	-9.0
CCN(CC)C(=O)C(=O)c1c(-c2ccccc2)[nH]c2c1sc1ccccc12	-6.3
O=S(=O)(Cc1ccccc1F)NCCC1=CCCCC1	16.4
CC(C)CC(=O)Nc1cccc(-c2cn3ccsc3n2)c1	-3.5
CCOc1cc(CNc2ccc(Oc3ccccc3)cc2)cc(Cl)c1OCc1ccccc1Cl	-9.1
CCOC(=O)c1ccc(N2C(=O)c3n[nH]c(C)c3C2c2ccccc2OC)cc1 (stereo unspecified)	-8.8
CCOc1ccc(/C=N/Nc2nc(Nc3ccc(C)cc3Br)nc(N3CCOCC3)n2)cc1OC	-10.7
CCOC(=O)C1(Cc2ccc(F)cc2)CCCN(C(=O)C(=O)c2ccco2)C1 (stereo unspecified)	1.8
O=C1NN=C2N=C(C(F)(F)F)C=C(C(F)(F)F)C12 (stereo unspecified)	97.4*
COC1CCN(c2ccc(C(=O)NCCCc3ccccn3)cn2)CC1	3.5
Cc1ccccc1N1C(=O)CC(N2CCC(C(=O)O)CC2)C1=O (stereo unspecified)	-6.4
Cc1c(NS(C)(=O)=O)cccc1C(=O)NC1CC1	3.9
C/C(=N\NC(=O)c1n[nH]c2c1CCC2)c1ccco1	2.4
COc1cccc(-c2ccc3c(N)c(C(=O)Nc4ccc(Br)cc4F)sc3n2)c1	-4.3
CCOC(=O)c1ccc(CNc2nncc(-c3ccc(C)o3)n2)o1	7.1
O=C(CSc1nc2ccccc2n1Cc1ccccc1)N/N=C/c1ccccn1	-12.2
Cn1c(COc2ccccc2)nnc1SCC(=O)Nc1cccc2ccccc12	-15.1
COc1ccc(NC(=O)c2ccccc2OC)cc1OC	-0.5
COC(=O)C1=C(C(=O)OC)SC(=C2C(=S)C(C)(C)N(C(=O)CN3C(=O)c4ccccc4C3=O)c3c(OC)cccc32)S1	-16.8
CC1CCN(S(=O)(=O)c2ccc3nc(N4CCN(c5ccc(F)cc5)CC4)ccc3c2)CC1	-1.2
CCOC(=O)COc1ccccc1/C=C1\SC(=Nc2ccc(Br)cc2)NC1=O	14.7
CC1CCCN(Cc2c(O)ccc3c(=O)c(-c4ccc(Cl)cc4)c(C(F)(F)F)oc23)C1 (stereo unspecified)	3.6
COc1ccc(OC)c(S(=O)(=O)N2CCCc3ccccc32)c1	9.9
Cc1ccccc1N1C(=O)CC(=O)N=C1SCC(=O)Nc1ccc(Cl)cc1Cl	-12.4

(list continues)
mol	RBX1-CUL1 inh
Cc1cc(F)ccc1NCc1ccccc1-c1nnc(-c2ccccc2Cl)o1	-2.3
CCc1csc(CNC(=O)c2ccc(N(C)Cc3nnc(C)o3)nc2)n1	0.8
C/C(=C/C(C)C(C)C)C1CCC2C3=CC=C4CC(O)CCC4(C)C3CCC21C (stereo unspecified)	-11.4
C=CCc1cc(C=C2C(=O)c3ccccc3C2=O)cc(OC)c1OCC(=O)O	6.1
CC1=NC2=C(C(=O)c3ccccc32)C(c2ccccc2F)C1C(N)=S (stereo unspecified)	2.5
CNC(=O)Cc1csc2ccc(Cl)cc12	6.7
COc1cc(C)nc(NC(=O)Nc2sc(NS(=O)(=O)c3ccccc3)nc2C)n1	8.1
COc1ccccc1C(=O)Nc1c(C(=O)Nc2ccc(C)cc2)oc2ccccc12	-12.4
C=CCN(CC=C)C(=S)NC(=O)c1ccc(OC)cc1	-0.3
Cc1cc(C)n(-c2ccc(C(=O)N3CCN(C(c4ccccc4)c4ccccc4)CC3)cc2)n1	-1.8
CCOc1ccc(S(=O)(=O)Nc2ccc(Cl)cn2)cc1CC	6.5
O=C(c1cnc2c(c1)COc1ccccc1-2)c1cc(Cl)ccc1O	0.9
O=C1CC(c2nc3ccccc3n2CCCOc2ccccc2)CN1c1ccc(F)cc1 (stereo unspecified)	-6.3
COC(=O)c1nn(-c2ccccc2)c2nnc(Cc3ccc(OC)cc3)c(=O)n12	-2.4
N#Cc1cn(Cc2ccccc2)c2ccccc12	10.9
COCCNC(=O)c1cnc2sc(N3CCC(C)CC3)nn2c1=O	8.3
Cc1ccc(-n2nnnc2SCC(=O)Nc2cccc3nsnc23)cc1	-3.8
COc1ncccc1Nc1ncc(CN2CCC2c2ccccc2)s1 (stereo unspecified)	-1.0
O=C(Cc1ccccc1)N1CCOc2c(cc(-c3cccnc3)cc2OCCc2cccs2)C1	12.8
COc1ccc(N2CCN(C(=O)COc3ccc(F)c(Cl)c3)CC2)cc1	-2.3
Cc1ccc(NC(c2ccc(Cl)cc2)c2nnc(-c3cccc(F)c3)o2)cc1C (stereo unspecified)	1.9
O=C1C(Cc2ccc3c(c2)OCO3)=NC(=S)N1c1ccc(Cl)cc1	3.2
O=C(Nc1ccc(F)cc1F)N1CCc2c(sc3c2CCCC3)C1c1ccc(F)cc1 (stereo unspecified)	-7.2
COc1ccc(OCC(O)CN(C)C)c(CNCCSC)c1 (stereo unspecified)	-1.1
CC(=O)c1ccc(Nc2cc(C)nc3nc(Cc4ccc(Cl)cc4)nn23)cc1	-2.7
CCCOc1ccc(C(=O)Nc2nonc2-c2ccc(OCC)cc2)cc1	-1.4
COc1ccc(-c2csc3nc(-c4ccc(F)cc4)oc(=O)c23)cc1OC	-12.2
O=C1S/C(=C\c2ccco2)C(=O)N1c1cccc(Cl)c1	-7.5
COC(=O)c1cc(NC(=O)/C=C/c2ccc(Cl)c(Cl)c2)cc(C(=O)OC)c1	-1.7
O=C(Nc1ccccc1)c1cccc2c1N=C1CCCCC1C2=O (stereo unspecified)	-2.2

A section from further up, as a working copy:
mol	RBX1-CUL1 inh
COc1ccc(-c2csc3nc(-c4ccc(F)cc4)oc(=O)c23)cc1OC	-12.2
O=C1S/C(=C\c2ccco2)C(=O)N1c1cccc(Cl)c1	-7.5

In the list so far, these contain a cyano group.
mol	RBX1-CUL1 inh
CCOc1ccc([C@@H]2[C@H]3CN(CC)CC=C3C(C#N)C(=N)C2(C#N)C#N)cc1 (stereo partly specified)	-5.2
N#Cc1cn(Cc2ccccc2)c2ccccc12	10.9

The main list resumes, repeating the four entries before the break.
mol	RBX1-CUL1 inh
COc1ccc(-c2csc3nc(-c4ccc(F)cc4)oc(=O)c23)cc1OC	-12.2
O=C1S/C(=C\c2ccco2)C(=O)N1c1cccc(Cl)c1	-7.5
COC(=O)c1cc(NC(=O)/C=C/c2ccc(Cl)c(Cl)c2)cc(C(=O)OC)c1	-1.7
O=C(Nc1ccccc1)c1cccc2c1N=C1CCCCC1C2=O (stereo unspecified)	-2.2
CCOC(=O)c1cnc2c(C(F)(F)F)cccc2c1Nc1ccc(O)cc1	-2.1
CCCCCCNc1cc(C)nc(N)n1	1.9
CC(C)(C)OC(=O)N1CCC(c2c(C(=O)NCCc3ccccc3)cnn2-c2ccc(F)cc2)CC1	3.7
Cc1ccc2nc(-c3cccc(NC(=O)c4cc(I)ccc4Cl)c3)oc2c1	2.8
c1cncc(CN2CCC(N3CCCC(N4CCCC4)C3)CC2)c1 (stereo unspecified)	5.8
CCOC(=O)c1c(C)[nH]c(C)c1S(=O)(=O)N1CCCC(C(=O)Nc2ccc(C)c(N(C)C)c2)C1 (stereo unspecified)	-12.2
CCOc1cc(C2C3=C(CC(c4ccc(OC)c(OC)c4)CC3=O)N=C(C)C2C(=O)OCC(C)C)cc(Br)c1O (stereo unspecified)	-4.7
COC(=O)c1cc2oc3ccccc3c2n1Cc1c(F)cccc1Cl	4.1
CCn1c(SCc2c(F)cccc2Cl)nc(=O)c2c(C(=O)OC)cc(C3CC3)nc21	-12.1
Cc1ccc(S(=O)(=O)C(CNC(=O)c2ccc(C(F)(F)F)cc2)c2ccco2)cc1 (stereo unspecified)	5.0
Cc1cccc(-c2nc3scc(CCNS(=O)(=O)c4c(C)noc4C)n3n2)c1	-9.5
O=C(NCc1cccs1)c1ccc2c(c1)N(Cc1ccccc1Cl)C(=O)c1ccccc1S2	-2.5
Cc1cccc(Cn2cc3c(=O)n(CC(=O)Nc4c(C)cccc4C)nc-3c3cc(F)ccc32)c1	-2.2
Cc1cccc(C(=O)Nc2ccc(-c3nc4cc(C(C)C)ccc4o3)cc2)c1	-2.3
CCOC(=O)c1ccccc1NC(=O)CN1C(=O)CC(c2ccco2)Sc2ccccc21 (stereo unspecified)	-3.9
C=Cc1ccc(C(=O)N2CCC(N3CCC(C(=O)N4CCOCC4)CC3)CC2)cc1	-3.9
O=C(NC(=S)Nc1ccc2[nH]c(=O)[nH]c2c1)c1cncc(Br)c1	-5.2
CCc1cc(C(=O)N2CCN(c3ccc(F)cc3)CC2)cs1	4.2
O=C(O)c1ccc2c(c1)C(=O)N(c1ccc(S(=O)(=O)c3ccc(N4C(=O)c5ccc(C(=O)O)cc5C4=O)cc3)cc1)C2=O	4.0
Cc1ccc(OC2CC(SC3=N/C(=C\c4cccs4)C(=O)N3c3ccccc3)OC2Oc2ccc(C)cc2)cc1 (stereo unspecified)	-4.9
CCS(=O)(=O)NC1CC(=O)N(CCc2cccc(Cl)c2)C1 (stereo unspecified)	4.2
O=C(COc1ccccc1)N(Cc1ccc(Br)cc1)c1ccccc1I	2.3
COc1ccc(N2C(S)=C(C#N)C(=O)NC2c2ccc(-c3ccc(Br)cc3)o2)cc1 (stereo unspecified)	0.0
Cc1ccc2nc3c(cc(C(=O)N4CCCCC4C)n3C)c(=O)n2c1 (stereo unspecified)	-1.2
Nc1c(C(=O)c2ccccc2)sc(Nc2ccccc2)c1S(=O)(=O)c1ccccc1	-10.5
COc1cc(C)ccc1S(=O)(=O)NC1CC(C)(C)NC(C)(C)C1	-13.8
O=c1[nH]c(-c2ccc(Cl)cc2)nnc1-c1ccc(Cl)cc1	-4.8
CCOc1ccc(-c2ncnn2-c2sc3c(c2C#N)CCCCC3)cc1	4.5
O=S(=O)(c1ccccc1C(F)(F)F)N1CCc2ccccc2C1	7.4
COc1ccc(Cn2c(C(=O)O)c(CNCc3cccc(OC)c3)c3ccc(C)cc32)cc1	0.9
Cc1ccc(N2C(=N)C(C(=O)c3ccccc3)C(c3ccccc3Cl)C3=C2CCCC3=O)cc1Cl (stereo unspecified)	-1.6
Clc1ccc(CCNC(c2nnc(-c3ccccc3)o2)c2ccccc2Cl)cc1 (stereo unspecified)	-6.1
